PRMT1 FP inh: blocks human protein arginine methyltransferase 1 | hit rate 1.3% among 370,000 | inhibition, % at 2.79 µM | Q99873 | recombinant PRMT1, activity-based probe fluorescence polarization;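 active means inhibition above about 21% made by adding two undisclosed values, limit read from the data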
Target sequence (Q99873 whole entry, looked up): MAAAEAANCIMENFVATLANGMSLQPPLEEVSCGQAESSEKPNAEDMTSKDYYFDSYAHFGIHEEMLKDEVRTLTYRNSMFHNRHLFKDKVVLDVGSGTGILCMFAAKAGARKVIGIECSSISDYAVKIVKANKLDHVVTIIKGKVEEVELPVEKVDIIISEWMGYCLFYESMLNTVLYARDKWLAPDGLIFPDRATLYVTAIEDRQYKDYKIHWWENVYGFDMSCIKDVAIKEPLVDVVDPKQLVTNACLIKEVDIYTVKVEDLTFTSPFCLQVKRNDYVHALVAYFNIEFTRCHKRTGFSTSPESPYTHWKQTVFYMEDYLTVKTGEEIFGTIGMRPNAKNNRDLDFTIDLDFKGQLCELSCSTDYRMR
LEDGF integ inh: blocks HIV-1 LEDGF/p75-dependent DNA integration. TR-FRET IN-LEDGF/p75 DNA integration, Eu/Cy5. hit rate 0.64% among 370,000. inhibition, % at 3.7 µM. AID 743269;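 active means inhibition above the screen-wide mean plus 3 SD, cut at about 13% in these data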;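 further: signal is the Cy5 over europium emission ratio at 671 and 618 nm; 0% = plate median of compound wells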
mABHD4 FP: ABHD4 (mouse) inhibition, primary FP screen | AID 720543 | inhibition, % at 8.92 µM | hit rate 0.54% among 370,000 | purified mABHD4, FP-Rh probe fluorescence polarization | Q8VD66;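 active means inhibition exceeding the mean over every tested compound plus 3 SD, cut at about 30% in these data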;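 further: 0% = plate median of compound wells and 100% = S159A mutant with DMSO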
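Assay system: mouse ABHD4 enzyme, wild type / Also added: fluorescent activity-based probe FP-Rh / Doses: single nominal dose of 8.92 µM, 0.89% DMSO final / Timing: 45 min compound pre-incubation plus 60 min probe step, 25 °C / Signal: FP readout, ex 525 nm / em 598 nm / Control set: S159A mutant/DMSO as 100%, compound-well median as 0%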
TDP2 inh: blocks human TDP2 phosphodiesterase activity; O95551; recombinant TDP2, T5PNP hydrolysis, p-nitrophenol absorbance 415 nm; inhibition, % at 12.8 µM; hit rate 0.34% among 370,000; AID 720702;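 active means inhibition above the mean of all tested compounds plus 3 SD, set per campaign, cut at about 25% in these data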;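 further: 0% = DMSO with enzyme and 100% = buffer with substrate but no TDP2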
Target sequence (O95551 whole entry, looked up): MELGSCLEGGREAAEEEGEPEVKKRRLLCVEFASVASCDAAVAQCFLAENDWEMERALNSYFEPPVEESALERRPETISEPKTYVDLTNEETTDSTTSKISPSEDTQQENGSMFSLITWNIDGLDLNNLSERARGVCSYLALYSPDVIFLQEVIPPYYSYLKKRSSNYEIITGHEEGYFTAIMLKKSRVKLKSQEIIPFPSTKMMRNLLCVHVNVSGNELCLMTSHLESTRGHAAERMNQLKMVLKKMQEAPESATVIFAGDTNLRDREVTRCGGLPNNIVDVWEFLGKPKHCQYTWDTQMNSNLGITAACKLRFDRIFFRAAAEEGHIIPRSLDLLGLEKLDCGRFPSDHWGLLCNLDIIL
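Assay system: Recombinant human TDP2 | Quantity: 120 nM TDP2 per well | Incubation: 2 h at 37 °C | Signal: Epi absorbance | Evaluation: Percent inhibition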
SIAE primary: blocks human sialic acid acetylesterase | SIAE FP-Rh probe binding, fluorescence polarization | AID 1053197 | inhibition, % at 9.66 µM | hit rate 0.69% among 370,000 | Q9HAT2;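 active means inhibition above a cutoff: mean of compounds within the control limits plus 3 SD of those, cut at about 17% in these data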;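 further: 0% = plate median of compound wells and 100% = probe without SIAE protein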
TCR-CD3 inh: blocks the human TCR-CD3 interaction; AID 651800; inhibition, % at 9.4 µM; TAMRA-labeled TCR probe fluorescence, biochemical; hit rate 0.37% among 360,000; in the data active means inhibition above about 19%;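 further: recombinant mutant TCR 2C K166C tagged with TAMRA read by polarization; 0% = receptor in buffer alone and 100% = receptor with positive control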
PG9 Ab binder: small molecules binding HIV-1 gp120 antibody PG9 | TR-FRET gp120-PG9 antibody binding | inhibition, % at 6.7 µM | hit rate 0.43% among 360,000 | AID 624416; in the data active means inhibition above about 8.5%
UHRF1 MBD2 ctr: UHRF1 methyl-DNA binding inhibition | Q96T88 | UHRF1 binding to methylated oligo, TR-FRET | hit rate 0.75% among 370,000 | inhibition, % at 4.4 µM; in the data active means inhibition above about 21%;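 further: UHRF1 SRA domain binding a hemimethylated CpG hairpin DNA probe; 0% = median of test compound wells and 100% = reference inhibitor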
DDE Tn7 FP inh: inhibitors of Tn7 peptide binding to human fibrin DD(E). AID 720508. FP displacement of FITC-Tn7 peptide from fibrin DD(E); 0% = median of compound wells per plate. inhibition, % at 8.3 µM. P02675. hit rate 0.13% among 370,000;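 active means inhibition above the mean of compounds falling within the control limits plus 3 SD of them, cut at about 14% in these data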;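 further: 0% = plate median of compound wells and 100% = 10 µM Aha-Tn7 peptide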
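Test system – human fibrin DD(E) · Times – 10 min preincubation, 3 h with tracer, room temperature · Detection – fluorescence polarization of the labelled Tn7 tracer · Measure – percent inhibition normalized to high-control wells · Benchmarks – high control wells with 10 µM unlabelled Aha-Tn7 peptide (full inhibition) · Repeats – singlicate testing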
HTRA1 inh: blocks human HTRA1 serine peptidase; hit rate 0.5% among 340,000; Q92743; AID 504803; recombinant HTRA1, FP-rhodamine activity-based probe, fluorescence polarization; inhibition, % at 5.96 µM; in the data active means inhibition above about 36%;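 further: 0% = enzyme with DMSO and 100% = wells lacking enzyme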
Numbers without * were called inactive; / = no result given.

item	canonical_smiles	mABHD4 FP	HTRA1 inh	LEDGF integ inh	TDP2 inh	UHRF1 MBD2 ctr
1	CN(C)/C=C(/C(=O)c1ccc(Cl)c(Cl)c1)c1nnnn1-c1ccccc1	0.6	-3.2	0.2	13.3	-3.5
2	O=C(O)/C=C/C(=O)Nc1ccc(F)cc1F	1.1	-5.5	2.6	5.7	-0.8
3	O=C(CNC(=O)C12CC3CC(CC(C3)C1)C2)N1CCN(S(=O)(=O)/C=C/c2ccccc2)CC1	-2.7	-4.5	-2.5	14.3	2.4
4	Cc1snc(SCC(=O)c2ccc(F)cc2)c1C#N	-5.5	-0.8	0.2	-1.4	-0.4
5	CCC(C)(C(=O)NC1CCCC1)N(C)C(=O)Cc1c[nH]c2ccccc12 (centres undefined)	-0.3	1.2	-2.8	6.0	0.6
6	N#C/C(C(=O)NCc1ccco1)=C1/SC(Cc2ccc(F)cc2)C(=O)N1c1ccccc1 (centres undefined)	-10.1	-14.4	0.1	-12.7	7.8
7	CCOC(=O)Cn1ccc(NC(=O)c2ccc(F)cc2)n1	3.8	5.9	-1.9	-5.3	0.8
8	CCSc1nnc(NC(=O)CSc2nncc(=O)n2N)s1	-7.5	-2.4	-4.6	-10.6	-3.1
9	CCn1c(CNC(=O)c2ccccc2Br)nnc1SCC(=O)Nc1nncs1	-2.5	-3.0	1.3	13.7	-0.9
10	CNC(=O)c1cccn1-c1ccsc1C(=O)OC	2.4	-1.9	-2.4	5.7	2.7
11	Cc1ccccc1C(=O)N[C@H](C(=O)N1CCC[C@H]1C(=O)NCCc1ccccc1Cl)C1CCCCC1	0.9	/	1.0	-0.6	-0.1
12	Cc1cc2c(cc1S(=O)(=O)N(C)Cc1ccccc1)n(C)c(=O)c(=O)n2C	2.3	5.2	-0.2	-8.5	-0.3

item	PRMT1 FP inh	DDE Tn7 FP inh	PG9 Ab binder	TCR-CD3 inh	SIAE primary
1	-2.7	-1.4	0.4	6.7	12.1
2	3.8	-7.7	-0.7	6.2	-0.1
3	1.2	8.5	-2.0	0.2	-0.2
4	1.6	-1.1	0.1	0.8	4.7
5	1.8	0.5	0.2	-2.6	5.6
6	5.8	-2.6	-0.1	-8.7	-9.0
7	3.8	6.8	-0.4	-1.5	-8.6
8	0.6	-3.2	0.2	6.5	1.1
9	-2.8	-7.5	-0.8	-2.3	-0.1
10	-0.6	2.7	-0.9	-2.5	-2.8
11	1.6	-1.8	-1.9	-2.9	0.8
12	5.2	-5.9	4.9	-0.4	3.7

A few values from the entries so far:
O=C(O)/C=C/C(=O)Nc1ccc(F)cc1F in TCR-CD3 inh → 6.2
Cc1ccccc1C(=O)N[C@H](C(=O)N1CCC[C@H]1C(=O)NCCc1ccccc1Cl)C1CCCCC1 in DDE Tn7 FP inh → -1.8

Going on with the list:
item	canonical_smiles	mABHD4 FP	HTRA1 inh	LEDGF integ inh	TDP2 inh	UHRF1 MBD2 ctr
13	CCOC(=O)C1=CC[C@@H](c2ccccc2)N(S(=O)(=O)c2ccc(C)cc2)[C@H]1c1cccc(OC)c1	-16.8	/	-1.8	0.5	-1.8
14	O=C(COC(=O)CNC(=O)c1ccc(-c2ccccc2)cc1)NCc1ccco1	-3.8	5.4	-0.3	8.5	15.3
15	CCCn1cc(SCC(N)=O)c2ccccc21	-0.5	2.8	-0.5	0.9	0.9
16	O=C(c1ccc(Cl)c(S(=O)(=O)N2CCOCC2)c1)N(Cc1ccco1)Cc1cccs1	-3.2	-2.0	-5.9	-5.8	2.0
17	Cc1ccc(NC(=O)O/N=C/c2c(C)nn(C(C)(C)C)c2C)cc1Cl	-8.7	-35.4	-1.1	18.9	-2.1
18	CC1(C(=O)CSc2nc3ccccc3[nH]2)CCC(=O)O1 (centres undefined)	-2.4	-3.5	-0.3	-3.5	-9.0
19	COc1ccc(CN=Cc2c(C(=O)O)[nH]c3ccccc23)cc1	2.4	6.8	-7.0	-0.7	2.5
20	COc1cccc2c1cc1c(=O)n(CC(=O)N3CCCC3)nc(C)n12	1.2	-0.1	1.3	1.2	2.4
21	COC(=O)N/C(C)=C1/NC(=O)c2ccccc2C(c2ccccc2)N1 (centres undefined)	-0.4	-4.0	-3.3	10.9	-1.7
22	CN(C)C(=O)c1nc2ccc(Cl)cn2c1CN1CCN(c2ncccn2)CC1	3.1	-1.6	0.2	2.9	-1.7
23	CCCC/C=C/C(NC(=O)c1ccc(C(=O)OC)cc1)c1ccccc1 (centres undefined)	-11.7	-33.1	-0.3	-9.9	-2.1
24	COc1ccc(NC(=O)CSc2nnc(C3CC3)n2C)cc1	3.3	3.5	-8.5	-1.4	2.9
25	COc1cc2[nH]c(C(=O)N3CCN(C)CC3)cc2c(OC)c1OC	2.9	-6.2	-6.2	-3.1	0.7
26	COc1cc(C(=O)Nc2nccs2)c(Br)c(OC)c1OC	-4.7	-5.0	-0.9	4.9	-2.1

item	PRMT1 FP inh	DDE Tn7 FP inh	PG9 Ab binder	TCR-CD3 inh	SIAE primary
13	1.1	5.5	-0.3	0.1	-10.1
14	-0.5	3.4	-0.7	6.5	-1.9
15	-1.1	-1.4	-3.5	5.1	-5.3
16	7.2	3.7	-0.7	-5.0	1.9
17	-0.5	3.9	0.6	0.7	1.5
18	60.3*	-4.0	0.4	-0.1	4.0
19	2.8	-3.0	2.3	-5.7	-4.6
20	-0.5	-5.9	0.5	-0.9	1.8
21	-0.1	-1.4	0.7	-0.8	9.7
22	-3.3	3.5	-1.9	7.6	-3.8
23	-0.9	1.5	-2.1	6.1	-5.8
24	3.0	-1.8	-0.2	-4.8	-7.6
25	0.1	2.9	1.2	-2.3	-1.6
26	-0.4	-6.8	-1.4	7.0	-4.2

7 entries drawn at random from the list so far:
item	canonical_smiles	mABHD4 FP	HTRA1 inh	LEDGF integ inh	TDP2 inh	UHRF1 MBD2 ctr
17	Cc1ccc(NC(=O)O/N=C/c2c(C)nn(C(C)(C)C)c2C)cc1Cl	-8.7	-35.4	-1.1	18.9	-2.1
24	COc1ccc(NC(=O)CSc2nnc(C3CC3)n2C)cc1	3.3	3.5	-8.5	-1.4	2.9
19	COc1ccc(CN=Cc2c(C(=O)O)[nH]c3ccccc23)cc1	2.4	6.8	-7.0	-0.7	2.5
15	CCCn1cc(SCC(N)=O)c2ccccc21	-0.5	2.8	-0.5	0.9	0.9
26	COc1cc(C(=O)Nc2nccs2)c(Br)c(OC)c1OC	-4.7	-5.0	-0.9	4.9	-2.1
18	CC1(C(=O)CSc2nc3ccccc3[nH]2)CCC(=O)O1 (centres undefined)	-2.4	-3.5	-0.3	-3.5	-9.0
21	COC(=O)N/C(C)=C1/NC(=O)c2ccccc2C(c2ccccc2)N1 (centres undefined)	-0.4	-4.0	-3.3	10.9	-1.7

item	PRMT1 FP inh	DDE Tn7 FP inh	PG9 Ab binder	TCR-CD3 inh	SIAE primary
17	-0.5	3.9	0.6	0.7	1.5
24	3.0	-1.8	-0.2	-4.8	-7.6
19	2.8	-3.0	2.3	-5.7	-4.6
15	-1.1	-1.4	-3.5	5.1	-5.3
26	-0.4	-6.8	-1.4	7.0	-4.2
18	60.3*	-4.0	0.4	-0.1	4.0
21	-0.1	-1.4	0.7	-0.8	9.7

Screens as filed in PubChem.
